POLH inh: qHTS for Inhibitors of Polymerase Eta. hit rate 1.2% among 390,000. recombinant Pol eta, fluorescent DNA replication assay. DNA polymerase eta (Homo sapiens), Q9Y253. Potency, µM (series often up to 114 µM), for inactives: at the top dose activity change, negative = inhibition, usual class: inhibitors; also: % is scaled to controls: 0 for no effect and ±100 for the full control effect
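Fluorescent replication assay: 50 nM final substrate added after a 15 min room-temperature compound preincubation with 10 nM enzyme. Signal taken at 0 min and again at 10 min.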
APEX1 inh: qHTS Assay for Inhibitors of the Human Apurinic/apyrimidinic Endonuclease 1 (APE1); AID 2517, 2012; DNA repair nuclease/redox regulator APEX1 (Homo sapiens), P27695; hit rate 0.35% among 350,000; recombinant APE1, TAMRA/BHQ-2 abasic DNA cleavage fluorescence; Potency, µM (titrated, usually from 65.8 µM), for the others: at the highest dose activity change, negative = inhibition, hits mostly inhibitors;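 also: plate controls were vehicle for no effect and reference inhibitor for full effect; nearly all actives have a fitted effect of over 55% in size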
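APE1 at 0.75 nM preincubated 15 min at room temperature with compound. Reaction then started with 50 nM double-stranded THF-abasic substrate labelled with TAMRA/BHQ-2, and 525/598 nm fluorescence read kinetically. Activity taken as third-minus-first read difference, normalized to DMSO and NSC13755 controls.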
JMJD2A Tudor inh: qHTS Assay for Inhibitors of JMJD2A-Tudor Domain; hit rate 4.4% among 390,000; Potency, µM (titrated, usually from 114 µM), inactives show top-dose activity change, negative = inhibition, hits mostly inhibitors; Lysine-specific demethylase 4A (Homo sapiens), O75164; AlphaScreen JMJD2A-Tudor / H3K4me3 peptide binding; also: % is scaled to controls: 0 for no effect and ±100 for the full control effect; nearly all actives have a fitted effect of over 50% in size
POLB inh: qHTS Assay for Inhibitors of DNA Polymerase Beta | P06746 | Pol beta primer extension/strand displacement, fluorescence kinetic | Potency, µM (titrated, usually from 114 µM), inactives show at the highest dose activity change, negative = inhibition, hits mostly inhibitors | AID 485314, 2010 | hit rate 1.3% among 340,000; also: % is scaled to controls: 0 for no effect and ±100 for the full control effect
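Preincubation: enzyme (10 nM) with compound, 15 min, RT. Reaction: substrate added to 50 nM final. Reads: 0 and 10 min. Analysis: normalized, Hill fit.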
G9a block: qHTS Assay for Inhibitors of Histone Lysine Methyltransferase G9a; AID 504332, 2011; Potency, µM (series often up to 102 µM), inactives show top-dose activity, negative = inhibition, most hits filed as inhibitors; G9a H3K9 monomethylation, AlphaScreen, 2 h; hit rate 8.8% among 350,000; Histone-lysine N-methyltransferase EHMT2 (Homo sapiens), Q96KQ7; also: % is scaled to controls: 0 for no effect and ±100 for the full control effect; nearly all actives have a fitted effect of over 75% in size
Target sequence (Q96KQ7 913-1193 limits assumed): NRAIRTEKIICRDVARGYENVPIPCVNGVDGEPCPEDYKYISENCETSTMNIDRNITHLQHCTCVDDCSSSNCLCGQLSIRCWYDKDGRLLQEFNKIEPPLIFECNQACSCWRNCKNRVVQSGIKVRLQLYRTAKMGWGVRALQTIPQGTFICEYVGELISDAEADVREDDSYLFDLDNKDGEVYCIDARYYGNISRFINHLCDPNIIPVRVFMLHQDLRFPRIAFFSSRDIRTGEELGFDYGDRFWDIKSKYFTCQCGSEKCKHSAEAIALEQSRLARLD
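G9a (20 nM) preincubated 15 min RT with compounds, then 500 nM biotinylated H3K9 peptide and 20 uM SAM added; 2 h RT reaction. Monomethyl-H3K9 product detected by AlphaScreen with anti-H3K9me1 antibody, streptavidin donor and anti-rabbit IgG acceptor beads.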
POLI inh: qHTS for Inhibitors of Polymerase Iota; DNA polymerase iota (Homo sapiens), Q9UNA4; Pol iota fluorescent replication assay, 10 min; Potency, µM (series often up to 115 µM), inactives show at the top dose activity, negative = inhibition, hits mostly inhibitors; hit rate 1% among 390,000
Target sequence (Q9UNA4 whole entry, looked up): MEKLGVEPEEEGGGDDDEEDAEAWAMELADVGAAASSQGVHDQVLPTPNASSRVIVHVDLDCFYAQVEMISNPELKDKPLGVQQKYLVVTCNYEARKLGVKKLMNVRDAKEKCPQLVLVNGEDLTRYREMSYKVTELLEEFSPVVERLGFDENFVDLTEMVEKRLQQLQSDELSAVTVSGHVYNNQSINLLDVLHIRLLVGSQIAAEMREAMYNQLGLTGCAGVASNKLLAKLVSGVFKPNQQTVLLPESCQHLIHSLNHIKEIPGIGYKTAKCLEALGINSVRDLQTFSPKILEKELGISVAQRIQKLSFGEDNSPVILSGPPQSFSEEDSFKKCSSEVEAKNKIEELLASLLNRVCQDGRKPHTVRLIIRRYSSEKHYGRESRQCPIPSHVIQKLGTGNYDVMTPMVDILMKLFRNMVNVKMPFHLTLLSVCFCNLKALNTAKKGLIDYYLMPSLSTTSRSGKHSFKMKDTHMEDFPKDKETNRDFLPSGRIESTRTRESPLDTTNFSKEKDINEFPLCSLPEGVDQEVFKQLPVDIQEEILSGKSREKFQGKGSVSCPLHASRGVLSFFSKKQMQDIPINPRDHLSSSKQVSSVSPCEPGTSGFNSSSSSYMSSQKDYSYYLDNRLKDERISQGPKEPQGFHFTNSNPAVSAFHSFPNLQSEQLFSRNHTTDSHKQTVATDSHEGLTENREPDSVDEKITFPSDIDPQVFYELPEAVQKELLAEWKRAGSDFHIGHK
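Fluorescent replication assay read twice, at 0 min and 10 min after adding 50 nM (final) substrate. Enzyme (10 nM) and compounds were first incubated 15 min at room temperature; enzyme-free buffer wells were negative controls.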
POLK inh: qHTS for Inhibitors of Polymerase Kappa. purified Pol kappa, fluorescent DNA synthesis assay, 10 min. hit rate 0.53% among 400,000. Potency, µM (series often up to 107 µM), for the others: at the highest dose activity, negative = inhibition, usual class: inhibitors; also: % is scaled to controls: 0 for no effect and ±100 for the full control effect
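Enzyme at 10 nM met test compounds for 15 min at room temperature. Substrate addition (50 nM final) began the reaction, which was monitored by fluorescence at 0 and 10 min.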
BLM helicase inh: qHTS Assay for Inhibitors of Bloom's syndrome helicase (BLM) | hit rate 0.2% among 350,000 | Potency, µM (highest dose often 56.1 µM), without a hit: at the highest dose activity change, negative = inhibition, usual class: inhibitors | recombinant BLM DNA unwinding, fluorescence dequenching;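 also: plate controls were vehicle for no effect and no enzyme for full effect; nearly all actives have a fitted effect of over 35% in size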
BAZ2B inh: qHTS Assay for Inhibitors of BAZ2B; Potency, µM (titrated, usually from 114 µM), inactives show top-dose activity change, negative = inhibition, usual class: inhibitors; AlphaScreen BAZ2B-H3K14Ac peptide displacement; AID 504333, 2011; hit rate 4.4% among 360,000; also: % is scaled to controls: 0 for no effect and ±100 for the full control effect; nearly all actives have a fitted effect of over 60% in size
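Multi-concentration screen (max 110 uM) measuring displacement of acetylated histone H3 peptide from BAZ2B by AlphaScreen, using 50 nM protein, 50 nM peptide and 10 ug/mL streptavidin donor plus Ni-chelate acceptor beads.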
Numbers without * were called inactive; u = inconclusive; x = not tested or not shown; & = joins results of further samples; [ ] = remark or other dose. Calls follow the shape of the dose curve; as a rule, active = well fitted curve in the direction sought with a large enough effect; inconclusive = small, poorly fitted or top-dose-only effect, or another doubt; inactive = no such curve, though single readings can be large; an effect the other way counts as inactive or inconclusive. Potency is read from the fitted curve at half-maximal effect. An excerpt, so the mix of outcomes need not match the whole.

Compound,POLH inh,BAZ2B inh,POLI inh,G9a block,APEX1 inh,JMJD2A Tudor inh,BLM helicase inh,POLK inh,POLB inh
Cc1ccc(C)c(NC(=O)N2CCN(c3nnc(C)c4c(C)n(-c5ccccc5)nc34)CC2)c1,x,-8%,27%,3%[59 µM],x,-5%,1%,-1%,-20%
CN(C(=O)CSCC(=O)Nc1ccc(Cl)cc1)C1CCCCC1,-15%,x,-13%,x,-16%,-5%,x,-5%,x
COc1ccc(/C(C)=N/OCC(=O)N2CC3(C)CC2CC(C)(C)C3)cc1 (stereo not given),-23%,0%,141%[activator],-19%,1%,0%,-1%,8%,11%
Cc1ccc(-c2[nH]c(=O)n3ccncc23)s1,-19%,-7%,33%[activator],-27%[59 µM],-1%,-17%,-1%,-5%,u
O=C(c1cc2cc3ccc(Cl)cc3nc2o1)N1CCCCCC1,-19%,-12%[57.1 µM],52%[activator],10%,27%,-12%,-1%,-1%,30%
O=C(CSc1nnnn1-c1ccccc1)N1CCN(C(=O)c2ccco2)CC1,-7%,-16%,1%,-37%[12.7 µM],-2%,-5%,-1%,7%,-19%
CCOc1ccccc1NC(=O)c1ccc(NC(=O)C2CCCO2)cc1 (stereo not given),-2%,2%,72%[activator],6%,-1%,-14%,-2%,-10%,9%
O=C(COc1cccnc1[N+](=O)[O-])NCc1ccc2c(c1)OCO2,-10%,-23%,-3%,x,2%,-1%,2%,5%,10%
Cc1ccc(NC(=O)c2nc(S(=O)(=O)Cc3ccccc3C)ncc2Cl)cc1C,u,-34%,u,45µM*,0%,13µM*,-8%,-12%,u
CCOC(=O)C1CCCN(C(=O)Cn2ncc3c4ccccc4n(Cc4ccccc4)c3c2=O)C1 (stereo not given),-13%,-15%,28%,-49%[59 µM],x,-24%,-15%,-14%,0%
CCCCOC(=O)c1ccc(Nc2ncnc3[nH]ncc23)cc1,-4%,-3%,-8%,-5%[59 µM],x,-14%,2%,-9%[60.1 µM],23%
CCN(CC)CCCNC(=O)CN1N=C(c2ccc(OC)cc2)CCC1=O,-11%&-11%,1%&9%,u,14%,31%,-4%&-4%,-5%&1%,4%,-11%&-2%
Cc1ccc(S(=O)(=O)Oc2ccc(/C=N/NC(=O)c3ccncc3)cc2)cc1,-7%,-7%,92%[activator],36%,31%,-12%,-2%,-4%,26%
Cc1ccc(/C=C/c2nc3ccccc3c(=O)n2CCc2ccccc2)cc1,-18%,3%,17%,35%,4%,8%,-9%,-8%,-8%
COc1ccc(Br)cc1CN1C(=O)c2ccccc2C1C(=O)NC1CCCCCC1 (stereo not given),-9%,-1%,6%,6%[59 µM],x,-18%,-3%,4%,14%
O=C(CN1CCSc2ccccc21)N1CCN(c2ccc(F)cc2)CC1,-20%,-15%,17%,-9%[59 µM],x,u,1%,-16%[60.1 µM],4%
O=C(CC1N=C2c3ccccc3N=C(SCC(=O)Nc3cccc(C(F)(F)F)c3)N2C1=O)NCc1cccs1 (stereo not given),-17%,-2%,-1%,2%[59 µM],x,-16%,2%,11%,u
COc1cccc(NC(=O)NCCCN2CCN(c3ccc(F)cc3)CC2)c1,-14%,-30%,-1%,5%,-3%,-28%,0%,-22%,10%
CCN(CC)S(=O)(=O)c1ccc(NC(=O)CN(c2cccc(F)c2)S(C)(=O)=O)cc1,-4%,12%,-2%,11%[12.7 µM],-7%,-24%,-6%,-17%,8%
Cc1ccc(-c2n[nH]c(=S)n2/N=C/c2cc3c(cc2[N+](=O)[O-])OCO3)cc1,-10%,-7%,7%,1.3µM*,-4%,10µM*,-2%,-7%,-6%

The results go on:
Compound,POLH inh,BAZ2B inh,POLI inh,G9a block,APEX1 inh,JMJD2A Tudor inh,BLM helicase inh,POLK inh,POLB inh
CC(=O)Oc1ccccc1N1C(=O)c2ccc(C(=O)O)cc2C1=O,-8%,u,-8%,-43%[12.7 µM],7%,-14%,-3%,7%,1%
COc1ccc(C(=O)N2CCC3(CCCN(C(=O)NC(C)C)C3)CC2)cc1,x,x,x,-3%[12.7 µM],0%,x,1%,7%[60.1 µM],x
N#C/C(=C\c1cccs1)C(=O)c1ccccc1Cl,u,u,u,40µM*,-1%,-15%,-5%,-10%,-9%
COC(=O)C1=CN(C(C)C)C=C(C(=O)OC)C1c1cc2c(cc1Br)OCO2,-10%,61%[activator],0%,53%[activator][12.7 µM],-1%,45%[activator],-7%,-9%,u
CCN(c1ccccc1)S(=O)(=O)c1ccc(C(=O)N(CCCN(C)C)c2nc3cc4c(cc3s2)OCO4)cc1,u,-37%,28%,40µM*,51%,40µM*,6%,-10%,9%
CC(C)C[C@@H](NC(=O)C1CCC(CNC(=O)[C@@H]2CCCN2C(=O)OC(C)(C)C)CC1)C(=O)O (stereo not given in full),9%,9%,-3%,-6%,23%,-5%,-2%,-2%,15%
O=C(c1ccccc1)c1c(O)nc(-c2ccccc2)n(-c2ccccc2)c1=O,-3%,0%,254%[activator],u,3%,u,-2%,-10%,11%
COc1ccc(CCNc2oc(COc3ccc(F)cc3)nc2C#N)cc1,-17%,u,-13%,-32%[12.7 µM],-5%,u,-14%,-4%,-21%
CC(C)(C)c1nnc(NC(=O)CCn2cnc3ccccc3c2=O)s1,u,-22%,27%,2%,-4%,-5%,-4%,5%,-1%
Cc1ccccc1CN1C(=O)C(O)(CC(=O)c2ccncc2)c2ccccc21 (stereo not given),-21%,-34%,u,-32%[59 µM],-9%,-33%,-7%,1%,23%
CN(CC(=O)Nc1cccc(F)c1)C(=O)c1cccc(S(=O)(=O)N2CCN(c3ccccc3)CC2)c1,-19%,u,7%,x,-3%,-34%,-12%,-6%,18%
COc1ccc(Cc2nnc(NC(=O)CS(=O)(=O)Cc3ccccc3)s2)cc1,-13%,x,-11%,x,x,-5%,x,-11%,x
CC1=CC(c2ccccc2)n2nc(NC(=O)CCC(=O)O)nc2N1 (stereo not given),-5%,u,25%,u,6%,u,-3%,-9%,28%
CC(=O)N(Cc1ccco1)Cc1cc2cccc(C)c2n2nnnc12,x,-4%,x,7%,-9%,x,0%,x,27%
COc1ccc(C(=O)Nc2ccc(OCC(F)(F)C(F)F)c(C(F)(F)F)c2)cc1OC,u,7%,-6%,-29%,2%,2%,-18%,-1%,6%
O=[N+]([O-])c1ccc(NN=Cc2cccc(O)c2)nc1,u,x,35%[activator],x,x,-24%,x,-26%,x
O=C(Nc1nc2n(n1)C(c1ccccc1)CC(c1ccc(Cl)cc1)N2)c1ccco1 (stereo not given),-17%,-3%,4%,u,2%,-34%,-8%,-13%,0%
CCOC(=O)C1=NN(C(=O)Cc2ccccc2)C(O)(c2ccc(Cl)cc2)C1 (stereo not given),-18%,2%,14%,-12%[59 µM],3%,-9%,-1%,-11%,-1%
Cc1cc(Cl)ccc1NC(=O)CSc1nnc(-c2ccncc2)n1Cc1ccco1,-5%,0%,27%,u,-3%,-18%,-2%,-21%,7%
C=CCc1cccc2ccc(=O)oc12,-15%,-17%,7%,17%[59 µM],4%,8%,-1%,-12%,9%

Following part.
Compound,POLH inh,BAZ2B inh,POLI inh,G9a block,APEX1 inh,JMJD2A Tudor inh,BLM helicase inh,POLK inh,POLB inh
COc1cc(/C=N/NC(=O)CSc2ccccn2)ccc1O,-3%,-11%,-16%,7%,1%,6%,-1%,-5%,u
CCOC(=O)c1[nH]c2ccc(OCC)cc2c1NC(=O)CN1CCC2(CC1)OCCO2,-6%,-19%,3%,u,-8%,0%,2%,-17%,0%
COc1cc(/C=N/NC(=O)c2cc(C)oc2C)cc(OC)c1OC,-11%,-25%,-5%,x,4%,-10%,-1%,6%,19%
CN1CCN(NC(=O)c2ccc(Br)s2)CC1,-14%,-16%,44%[activator],-7%,4%,-10%[11.4 µM],1%,5%,2%
COc1ccccc1CNC(=O)CN1C(=O)NC2(CCCc3ccccc32)C1=O (stereo not given),-6%,-18%,30%,43%[activator][12.7 µM],26%,-25%,x,2%,x
Cc1ccc(NS(=O)(=O)c2ccc(C(=O)NCc3ccc(S(N)(=O)=O)cc3)cc2)cc1,-21%,x,11%,x,-1%,-25%,x,-11%,x
COc1ccc(OCC(O)COc2ccc(C(=O)O)cc2)cc1 (stereo not given),1%,-42%,4%,0%,-1%,1%,2%,-5%,-29%
O=C(COC(=O)c1ccccn1)Nc1nccs1,1%,-34%,-12%,u,-3%,-9%,-2%,-5%,42%
O=c1cc(O)c2c(=O)[nH]c(=O)n(-c3ccccc3)c2[nH]1,-15%,-30%,-8%,-8%[2.33 µM],-2%,u,1%,-1%,9%
C=CC(=O)NCC1OCCc2ccccc21 (stereo not given),-14%,-8%,56%[activator],16%[12.7 µM],0%,4%[11.4 µM],-2%,1%,3%
CC1CCN(C(=O)COC(=O)c2cc(Cl)c3c(c2)OCO3)CC1,u,-19%,-6%,-27%[12.7 µM],32%,-7%,x,2%,x
COc1ccc(OCC(=O)N2CCN(C(=O)c3ccc([N+](=O)[O-])cc3)CC2)cc1,-16%,-14%,57%[activator],7%,0%,4%,0%,-1%,1%
Cc1cccc(CC(=O)NCCn2c(C)cc3ccccc32)c1,-23%,-17%,33%[activator],u,16%,-20%,-7%,-2%,2%

Grouped by structure: those above containing an aryl thioether with sulfur outside any ring
Compound,POLH inh,BAZ2B inh,POLI inh,G9a block,APEX1 inh,JMJD2A Tudor inh,BLM helicase inh,POLK inh,POLB inh
O=C(CSc1nnnn1-c1ccccc1)N1CCN(C(=O)c2ccco2)CC1,-7%,-16%,1%,-37%[12.7 µM],-2%,-5%,-1%,7%,-19%
Cc1cc(Cl)ccc1NC(=O)CSc1nnc(-c2ccncc2)n1Cc1ccco1,-5%,0%,27%,u,-3%,-18%,-2%,-21%,7%
COc1cc(/C=N/NC(=O)CSc2ccccn2)ccc1O,-3%,-11%,-16%,7%,1%,6%,-1%,-5%,u

Compound activity (PubChem BioAssay)
